BoNT A protease = blocks Botulinum neurotoxin A light chain protease. multiplex microsphere protease substrate cleavage, flow cytometry. inhibition, % at 10 µM. 0.17% of 360,000 active; note: plate controls were buffer without enzyme for full effect and enzyme alone for no effect
Yp Topo-I inh = blocks Yersinia pestis topoisomerase I activity | 0.064% of 360,000 active | Y. pestis Topo-I cleavage product accumulation, plate reader | AID 504884 | activity, % at 10 µM; in the data active = activity above about 50%, passing the limit was not always enough; inconclusive = no clear call, values can overlap the other calls; note: inactives centre near 2
PfHsp40 yeast = restores yeast growth despite PfHsp40 toxicity. S. cerevisiae expressing PfHsp40, growth rescue, ATP luminescence. growth rescue, % at 12.5 µM. 0.68% of 340,000 active. AID 504582; in the data active = growth rescue above about 28%, passing the limit was not always enough; inconclusive = no clear call, values can overlap the other calls;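 note: yeast W303a lacking pdr1 and pdr3 grown in galactose medium; growth measured after three days at 30 °C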
BH1578 lux ind = inducers of Vibrio cholerae quorum light production without autoinducers; activation, % at 18.7 µM; AID 588436; V. cholerae BH1578 lux reporter, luminescence, 6 h; 0.16% of 350,000 active; in the data active = activation mostly above about 9.7%, no sharp cut-off; inconclusive = no clear call, values can overlap the other calls; inactive = mostly below about 3.7%; note: not every result past the cut was called active; inactives centre near 0; reference of the scale not given here
PrPC surface inh = cell surface PrPC inhibition, primary TR-FRET screen; P04156; TR-FRET read-out; inhibition, % at 13.8 µM; 0.43% of 370,000 active; AID 720596; in the data active = inhibition above about 24%; note: 0% = median of the test wells and 100% = reference compound wells
Anthrax LF inh2 = anthrax lethal factor protease inhibition; AID 588501; P15917; multiplex microsphere protease cleavage assay, LF; 0.12% of 360,000 active; inhibition, % at 10 µM; note: plate controls were buffer without enzyme for full effect and enzyme alone for no effect
Target sequence (P15917 whole entry, looked up): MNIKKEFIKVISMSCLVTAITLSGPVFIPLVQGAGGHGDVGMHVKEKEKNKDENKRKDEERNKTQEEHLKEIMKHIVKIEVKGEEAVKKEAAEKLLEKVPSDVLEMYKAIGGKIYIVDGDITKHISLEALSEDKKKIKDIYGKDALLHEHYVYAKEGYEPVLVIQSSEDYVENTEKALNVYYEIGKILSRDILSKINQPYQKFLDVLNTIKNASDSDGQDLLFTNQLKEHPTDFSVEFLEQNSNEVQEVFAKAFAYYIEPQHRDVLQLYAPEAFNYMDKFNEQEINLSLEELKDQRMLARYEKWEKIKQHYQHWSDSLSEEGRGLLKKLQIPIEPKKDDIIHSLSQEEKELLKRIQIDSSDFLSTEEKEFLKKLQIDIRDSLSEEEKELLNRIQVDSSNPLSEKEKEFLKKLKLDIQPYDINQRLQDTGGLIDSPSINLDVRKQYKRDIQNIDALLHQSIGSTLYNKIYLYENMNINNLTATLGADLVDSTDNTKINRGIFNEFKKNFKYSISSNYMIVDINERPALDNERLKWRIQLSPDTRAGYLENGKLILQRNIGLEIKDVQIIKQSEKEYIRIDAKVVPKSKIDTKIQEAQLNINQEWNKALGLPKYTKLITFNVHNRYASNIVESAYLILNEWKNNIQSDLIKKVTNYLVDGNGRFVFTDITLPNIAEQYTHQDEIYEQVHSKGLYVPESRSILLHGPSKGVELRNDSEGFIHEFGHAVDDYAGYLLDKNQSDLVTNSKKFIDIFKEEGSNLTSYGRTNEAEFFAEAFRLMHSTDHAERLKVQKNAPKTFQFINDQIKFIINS
3CLpro inhibitor = SARS-CoV 3CLpro protease inhibition | 0.14% of 290,000 active | inhibition, % at 6 µM | P0C6X7 | recombinant SARS-CoV 3CLpro, quenched FRET peptide cleavage; in the data active = inhibition above about 12%
PriA SSB inh = K. pneumoniae PriA-SSBct interaction inhibition | inhibition, % at 33 µM | AID 1272365 | 0.6% of 430,000 active | AlphaScreen SSBct-PriA binding, biotinylated peptide; in the data active = inhibition mostly above about 37%, no sharp cut-off; inactive = mostly below about 20%;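 note: plate controls were negative control peptide for no effect and reference peptide for full effect; strong numbers were not always called active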
TcdB inh = inhibitors of Clostridioides difficile toxin B glycohydrolase; inhibition, % at 9.99 µM; P18177; TcdB glycohydrolase enzymatic assay, plate reader; 0.24% of 350,000 active; in the data active = inhibition above about 10%
Active calls of the source: *; i = inactive; ? = inconclusive; nt = not tested or not shown; & = joins results of further samples. Cut-off read from the data, not from the text of the source, unless noted: active = inhibition above about 30%; inconclusive = no clear call, values can overlap the other calls; inactive = below that. This is a subset; rates above refer to the full screens.

Values run as follows: BoNT A protease	Yp Topo-I inh	PfHsp40 yeast	BH1578 lux ind	PrPC surface inh	Anthrax LF inh2	3CLpro inhibitor	PriA SSB inh	TcdB inh
> CC1C(=O)C(C)C(c2ccc3c(c2)OCO3)NC1c1ccc2c(c1)OCO2 (stereo unspecified)
  -0.3	-1	-1.3	-0.5	2	-4	0	-1	0.7
> Fc1cccc2sc(Nc3nc4c(F)cccc4s3)nc12
  0.3	3	0.6	-0.5	37*	0	8	-7&-6	nt
> Cc1noc(C)c1C(=O)OCC(=O)N1CCc2ccccc21
  -5.3	6	0.8	i	-2	-4	nt	-18	2.0
> COc1ccc(C(=O)CSc2nnc(CNc3ccc(C)cc3C)n2Cc2ccco2)cc1
  -1.2	9	3.5	i	-3	4	3	28	nt
> CCc1nc(Nc2ccccc2F)c2oc3ccccc3c2n1
  -3.2	44	0.4	-0.5	4	-8	-2	7	0.3
> COc1ccc(C(=O)C(C)(C)NO)cc1
  1.3	-13	0.1	5.0	-2	-3	5	-1	nt
> CCOC(=O)C(Cc1ccc(N)cc1)N1C(=O)c2ccccc2C1=O (stereo unspecified)
  -4.4	-4	-1.1	-0.3	-4	-14	-2	2	2.0
> Cc1nn(C)c(C(=O)NNC(=S)Nc2ccc(Cl)cc2)c1[N+](=O)[O-]
  -1.1	-2	9.9	i	-1	-4	8	-10	nt
> O=C(N/N=C/c1c(Cl)cccc1Cl)c1ccc(F)cc1
  -0.2	0	-0.9	-0.5	11	0	1	nt	2.0
> CSc1cccc(Nc2ccc(S(=O)(=O)N3CCOCC3)cc2[N+](=O)[O-])c1
  1.7	39	1.5	i	-31	4	nt	38*	1.0
> O=C(NCc1ccc2c(c1)OCO2)c1c(-c2ccccc2)sc2ccccc12
  -0.3	-8	1.1	i	-3	3	nt	-2	0.7
> COc1ccc(C(C(=O)NCC2CCCO2)N(C(=O)CNC(=O)c2ccco2)c2cc(C)ccc2C)cc1OC (stereo unspecified)
  0.3	5	0.8	i	-2	6	-2	-1	1.0
> COc1ccc2sc(-c3ccccc3OC)c(-c3ccc(OCCN4CCCC4)cc3)c2c1
  -0.2	-27	-1.8	1.0	-8	0	nt	30	3.4
> Cc1nn(CC(=O)NCCc2ccc(Cl)cc2Cl)c(C)c1[N+](=O)[O-]
  0.1	-3	0.0	i	-3	-3	5	-6	0.0
> COc1ccc(N=C2CCCN2CC(N)=O)cc1
  -0.3	0	-1.2	i	10	-2	0	-13	nt
> O=C(O)COc1c(Cl)cc(/C=C2/NC(=O)NC2=O)cc1Br
  2.6	-10	1.2	-0.2	-12	0	4	-8	0.2
> Cc1ccc(S(=O)(=O)c2ncccc2[N+](=O)[O-])cc1
  -3.5	7	-0.9	-0.5	71*	-9	0	-1	0.4
> COc1cccc(CC(=O)Nc2ncc(C)s2)c1
  -0.3	-5	-0.5	-0.7	1	2	2	-2	1.6
> C[n+]1cn(CC(O)COCc2ccccc2)c2ccccc21 (stereo unspecified)
  0.5	4	0.0	-2.8	9	0	0	-11	nt
> COc1cc(S(=O)(=O)NC2CCCC2)ccc1F
  -0.9	12	-0.6	-0.1	-3	0	-2	-3	nt
> COc1ccc(CN2CCN(Cc3ccc(C)cc3)C(CCO)C2)cc1OC (stereo unspecified)
  -0.4	-4	18	-1.2	-6	1	-2	2	0.5
> CC(C)Cn1c(N2CCN(C(=O)/C=C/c3ccccc3)CC2)nc2ccccc21
  0.2	37	-0.7	-0.3	-11	-2	-4	8	0.5
> N#CCc1nn(-c2ccc(F)cc2)c(N)c1C#N
  -0.2	6	-0.3	-0.9	5	-10	1	1	4.0
> COC(=O)c1c(NC(=O)C2CCCO2)sc2c1CCC2 (stereo unspecified)
  -0.6	1	-0.1	i	1	-8	4	-12	nt
> O=C(Nc1ccc(N2CCOCC2)cc1)C1CCN(S(=O)(=O)c2ccc3c(c2)OCCO3)CC1
  0.1	-1	-1.9	-1.4	0	4	1	-6	-0.2
> Cc1ccc2[nH]c(=O)c(CNC(C)(C)C)cc2c1
  0.4	-10	0.4	nt	-4	-7	6	-4	nt
> CC1=C(C)CC(C(=O)NCCCN2CCCC2=O)C(C(=O)O)C1 (stereo unspecified)
  2.0	8	-2.5	-0.4	-1	-2	-1	-3	-0.4
> COC(=O)c1onc(-c2c(OC)cc(OC)cc2OC)c1C(=O)OC
  -1.2	-5	?	-0.4	-1	-1	-4	9	2.4
> COc1ccc(N2CCN(C(=O)CCc3ccc(S(=O)(=O)NC(C)C)cc3)CC2)cc1
  0.0	10	-1.2	-0.7	-2	-3	-7	4	-0.4
> S=C(Nc1ccc2c(c1)OCO2)N1CCN(Cc2ccco2)CC1
  -1.0	-9	0.0	i	15	-3	-1	-16	-0.4

Retrieved one by one from above:
Values run as follows: BoNT A protease	Yp Topo-I inh	PfHsp40 yeast	BH1578 lux ind	PrPC surface inh	Anthrax LF inh2	3CLpro inhibitor	PriA SSB inh	TcdB inh
> CC(C)Cn1c(N2CCN(C(=O)/C=C/c3ccccc3)CC2)nc2ccccc21
  0.2	37	-0.7	-0.3	-11	-2	-4	8	0.5
> O=C(NCc1ccc2c(c1)OCO2)c1c(-c2ccccc2)sc2ccccc12
  -0.3	-8	1.1	i	-3	3	nt	-2	0.7
> CC1=C(C)CC(C(=O)NCCCN2CCCC2=O)C(C(=O)O)C1 (stereo unspecified)
  2.0	8	-2.5	-0.4	-1	-2	-1	-3	-0.4
> COc1ccc(C(=O)CSc2nnc(CNc3ccc(C)cc3C)n2Cc2ccco2)cc1
  -1.2	9	3.5	i	-3	4	3	28	nt

Next part
Values run as follows: BoNT A protease	Yp Topo-I inh	PfHsp40 yeast	BH1578 lux ind	PrPC surface inh	Anthrax LF inh2	3CLpro inhibitor	PriA SSB inh	TcdB inh
> Cc1cc(C)c(S(C)(=O)=O)c(Oc2ccc(C(C)(C)C)cc2)n1
  0.4	-4	0.2	12	9	-7	-2	-5	nt
> Cc1ccc(N=Nc2c(O)[nH]c3ccc(F)cc23)cc1
  -0.1	1	1.7	0.4	4	-16	-2	3	-1.5
> COC(=O)C(C(=O)OC)C(C)C(C(=O)OC)C(=O)OC
  -0.2	2	-0.6	i	-1	-11	0	-16	nt
> CCOCC(=O)Nc1nc2ccc(S(C)(=O)=O)cc2s1
  -1.0	-4	-2.3	i	-6	3	0	-17	nt
> Cc1ccc(NCc2nnc(SCC(=O)N(Cc3ccccc3)C(C)(C)C)o2)c(C)c1
  -0.3	26	-1.1	-2.9	11	-6	9	17	nt
> COc1cc(/C=N/NC(=O)c2nc(C)cc(C)n2)ccc1O
  0.3	4	0.0	-0.8	3	0	-1	nt	nt
> c1cnn(Cc2cnc(N3CCOCC3)s2)c1
  -0.9	3	-0.6	-0.3	2	0	-3	-13	0.1
> CC(C)NC(=O)c1ccc(-c2ccc(Cl)c(C(F)(F)F)c2)o1
  -1.9	1	1.0	-0.3	-2	-2	1	-1&-15	nt
> CCOc1ccc(N2CC(C(=O)NNC(=O)c3ccc(F)cc3)CC2=O)cc1 (stereo unspecified)
  -0.9	1	1.2	i	-3	0	nt	-11	-1.2
> Nc1ccc(-c2nc3c(Cl)c(N)ccc3[nH]2)cc1
  0.5	0	0.6	-5.0	9	-17	1	-2	nt
> CC(=O)CCSc1ncnc2sc(-c3ccccc3)cc12
  1.3	27	6.2	-0.5	-5	-1	0	20	1.0
> COc1ccc2cc(C(=O)N3CCOCC3)sc(=O)c2c1OC
  -0.9	-10	6.5	-0.5	-5	-2	-2	1&-21	nt
> O=S(=O)(NC(CO)Cc1ccccc1)c1ccc(Br)cc1F (stereo unspecified)
  0.0	5	-0.8	i	2	6	nt	-5	2.0
> Cc1cccc(N2CC(C(=O)Nc3nnc(SCC(=O)Nc4nccs4)s3)CC2=O)c1 (stereo unspecified)
  -0.9	8	-1.1	-0.2	-4	-2	-4	-21	nt
> Nc1nc(Sc2ccc([N+](=O)[O-])c3nonc23)c2[nH]cnc2n1
  1.6	-28	6.8	i	-12	-12	nt	2	-0.8
> O=C(NC(=S)N1CCCCCC1)c1ccc(Cl)cc1Cl
  -1.4	0	-0.5	-0.4	9	-1	0	-10	0.3
> O=C(CCN1C(=O)[C@@H]2Cc3ccccc3CN2C1=O)N[C@H](C(=O)O)c1ccccc1
  2.0	7	0.3	1.0	2	0	-2	-15	0.7
> O=C(Sc1nnc(-c2ccccc2)o1)N1c2ccccc2Sc2ccccc21
  -0.4	-11	5.4	i	0	-4	0	-3	nt
> COCCn1c(C)cc(C(=O)COC(=O)Cc2n[nH]c(=O)c3ccccc23)c1C
  0.7	11	-0.6	-0.4	10	1	nt	-14	-0.2
> CCCn1c(N)c(C(=O)CSc2nc3ncc(Cl)cc3[nH]2)c(=O)[nH]c1=O
  -0.8	-5	-1.4	i	3	-8	nt	-2	0.3
> O=C(CSc1nnc(Cc2ccccc2)n1-c1ccccc1)N1CCOCC1
  -1.2	-1	-0.6	-1.9	-3	2	-3	-10	nt
> Cc1c(CC(=O)NCCCCCC(=O)O)c(=O)oc2cc3occ(-c4ccccc4)c3cc12
  -1.2	5	1.4	-0.3	-6	0	6	5	-0.2
> CC(Oc1ccccc1)C(=O)N1CCC2(CC1)Oc1ccc(F)cc1C(=O)C21CC(c2ccccc2)=NO1 (stereo unspecified)
  0.1	6	2.0	-0.6	3	-4	nt	-5	-1.3
> CCCCn1ccnc1C(=O)c1ccc(S(=O)(=O)N2CCCC2)cc1
  -0.3	1	2.1	-0.8	4	-4	3	-2	0.2
> O=C(O)c1ccc(CN2C(=O)c3cccc4c([N+](=O)[O-])ccc(c34)C2=O)cc1
  -1.0	-8	-1.6	-0.8	nt	1	3	3	0.5
> CC1CCCC(NC(=O)COC(=O)/C=C/c2ccco2)C1C (stereo unspecified)
  nt	2	-0.5	4.0	-1	nt	nt	1	1.8

4 entries already listed, arranged by count of non-hydrogen atoms, rising:
Values run as follows: BoNT A protease	Yp Topo-I inh	PfHsp40 yeast	BH1578 lux ind	PrPC surface inh	Anthrax LF inh2	3CLpro inhibitor	PriA SSB inh	TcdB inh
> COC(=O)C(C(=O)OC)C(C)C(C(=O)OC)C(=O)OC
  -0.2	2	-0.6	i	-1	-11	0	-16	nt
> CCCCn1ccnc1C(=O)c1ccc(S(=O)(=O)N2CCCC2)cc1
  -0.3	1	2.1	-0.8	4	-4	3	-2	0.2
> O=C(CSc1nnc(Cc2ccccc2)n1-c1ccccc1)N1CCOCC1
  -1.2	-1	-0.6	-1.9	-3	2	-3	-10	nt
> Cc1cccc(N2CC(C(=O)Nc3nnc(SCC(=O)Nc4nccs4)s3)CC2=O)c1 (stereo unspecified)
  -0.9	8	-1.1	-0.2	-4	-2	-4	-21	nt
